EphA4 KYL inhibition: inhibitors of EphA4 binding to KYL peptide, primary screen, biochemical, colorimetric, mouse EphA4 (AID 689) | Ephrin type-A receptor 4 (Mus musculus) | EphA4-AP binding to KYL peptide, pNPP A405; higher % means a stronger effect | inhibition, % at 10 µM, or IC50 in µM where a hit was titrated | 0.1% of 62,000 active; in the data active means a potency from the dose series; inactive means the rest, 99 in 100 with inhibition below about 22%
Active calls of the source: *. The list is partial; count on the stated rates, not on these rows.

SMILES	EphA4 KYL inhibition
CCCc1cc(=O)n2[nH]c(-c3cccs3)cc2n1	3%
COc1ccc(C2=NO[C@@H]3C(=O)N(c4c(C)cccc4C)C(=O)[C@H]23)cc1OC	-11%
COC(=O)Nc1ccc(C)c(NC(=O)OC)c1	-10%
CCOC(=O)Cn1c(C)c(Br)c(=O)c2cccc(C)c21	-3%
C/C(=N\NC(=O)c1cccc(Br)c1)c1ccc(Br)cc1	1%
COc1cc(S(=O)(=O)N2CCOCC2)ccc1NC(=O)c1cc2c(s1)CCC2	-16%
COCCNC(=O)C(=O)Nc1ccccc1	-2%
N#CC(=C1CCCC1)c1nc(-c2ccccc2O)cs1	-23%
CC1CCCC(NC(=O)CSc2nccn2C)C1C (stereo not given)	-17%
COCCn1nnnc1C(c1ccc(C)cc1)N1CCN(Cc2ccc3c(c2)OCO3)CC1 (stereo not given)	-6%
COc1ccc(C(=O)Nn2c(SCc3ccc([N+](=O)[O-])cc3)nc3ccccc3c2=O)cc1	8%
Fc1ccc(-c2nnn(Cc3nc4ccccc4s3)n2)cc1	-11%
Cc1nnc(SCC(=O)Nc2ccccc2)n1CCc1ccccc1	-4%
COc1ccc(C(=O)ON=C2CCN(c3ccc([N+](=O)[O-])cc3)CC2)cc1	-4%
O=C(Nc1ccccc1I)c1ccccc1[N+](=O)[O-]	-6%
Cc1ccc(S(=O)(=O)Nc2ccccc2C(=O)NCc2ccco2)cc1	-14%
Cc1ccc(CN2CCC(c3nc4ccc(Cl)cc4[nH]3)CC2)cc1	-7%
Cc1ccc(C(=O)C(OC(=O)CCC(=O)Nc2cccc(C)c2)c2ccccc2)cc1 (stereo not given)	8%
CC(/C=N/NC(=O)c1cccc([N+](=O)[O-])c1)=C\c1ccccc1	2%
Cn1c(=O)c2c(nc(CN3CCN(c4ccc(F)cc4)CC3)n2Cc2ccccc2F)n(C)c1=O	1%
O=C(c1ccco1)N1CCN(c2nc3ccccc3c(=O)n2-c2ccccc2)CC1	6%
CC(=O)N1CCN(C(=O)Nc2cccc(C(F)(F)F)c2)CC1	-14%
Cc1ccc(OCC(O)Cn2c3ccccc3c3ccccc32)cc1C (stereo not given)	-6%
Cc1nc2sccn2c1-c1nc(-c2cc3ccccc3o2)cs1	-7%
Cc1ccc2[nH]c3c(=O)n(CCc4cnc[nH]4)cnc3c2c1	-9%
CCN(CC)c1nc(N2CCOCC2)c(C#N)c2c1CN(C)CC2	2%
O=C(CCC(=O)NC1CCN(Cc2ccccc2)CC1)NCc1ccco1	-8%
O=C1C(=O)N(c2nncs2)C(c2ccc(Cl)cc2)/C1=C(\O)c1ccc(F)cc1 (stereo not given)	-8%
Cc1ccc(O)c(NC(=O)CCC2CCCCC2)c1	-6%
O=c1c(C(c2ccc(O)cc2)c2c(O)nc3n(c2=O)CCCS3)c(O)nc2n1CCCS2	-2%
Cc1oc(C(=O)O)cc1COc1ccc2oc3ccccc3c2c1	-10%
COc1cccc(-c2nnc3sc(-c4ccccc4)nn23)c1	-5%
C=CCNS(=O)(=O)c1ccc(N2C(=O)c3ccccc3C2=O)cc1	4%
COc1ccc(/C(O)=C2\C(=O)C(=O)N(Cc3ccco3)C2c2ccc(OC)cc2OC)cc1 (stereo not given)	-10%
Cc1ccc(S(=O)(=O)c2cccc(S(=O)(=O)N3CCOCC3)c2)cc1S(=O)(=O)N1CCOCC1	0%
CSc1cccc(NC(=O)CN(c2cccc(C)c2)S(C)(=O)=O)c1	-6%
O=C(Nc1cnc2ccccc2c1)C1COc2ccccc2O1 (stereo not given)	-4%
O=C(Nc1cccc(Cl)c1)Nc1nnc(-c2ccccc2)o1	-21%
CCOc1ccc(-n2ccnc2SCC(=O)NCc2ccc3c(c2)OCO3)cc1	-15%
Nc1nc2c(s1)CC(c1ccccc1)CC2 (stereo not given)	-22%

3 compounds from above, sorted by the number in EphA4 KYL inhibition, ascending.
SMILES	EphA4 KYL inhibition
Fc1ccc(-c2nnn(Cc3nc4ccccc4s3)n2)cc1	-11%
Cn1c(=O)c2c(nc(CN3CCN(c4ccc(F)cc4)CC3)n2Cc2ccccc2F)n(C)c1=O	1%
CCN(CC)c1nc(N2CCOCC2)c(C#N)c2c1CN(C)CC2	2%

In the list so far, two contain bromine:
SMILES	EphA4 KYL inhibition
CCOC(=O)Cn1c(C)c(Br)c(=O)c2cccc(C)c21	-3%
C/C(=N\NC(=O)c1cccc(Br)c1)c1ccc(Br)cc1	1%

New compounds follow.
SMILES	EphA4 KYL inhibition
CCOC(=O)c1sc(NC(=O)c2nn3c(c2Cl)NC(c2cccs2)CC3C(F)(F)F)c(C(=O)OCC)c1C (stereo not given)	-5%
COc1cc(C=C2C(=O)NC(=O)NC2=O)cc(I)c1OCc1ccc([N+](=O)[O-])cc1	12%
C=CCn1c(SCC(=O)Nc2cc(C)ccc2OC)nnc1-c1ccco1	0%
COc1ccc(-c2ccc(-c3noc(C(C)C)n3)c(OC)n2)cc1	22%
C=CCSc1nc2c(c(=O)[nH]1)C(C(C)C)C(C#N)=C(N)O2 (stereo not given)	-25%
O=C(C1=C(O)C(=O)N(CCc2ccccc2)C1c1cccnc1)c1ccco1 (stereo not given)	6%
CCCN(CCC)S(=O)(=O)c1ccc(NC(=O)c2cc(C(=O)OC)cc([N+](=O)[O-])c2)cc1	-12%
O=C1CSC(c2ccccn2)N1c1ccccc1 (stereo not given)	0%
CSc1nnc2c(n1)OC(C)=Nc1ccccc1-2	-2%
O=C(NCCCN1CCOCC1)c1ccc(Cl)s1	-5%
Brc1ccc(-c2nnc(-c3ccco3)o2)cc1	0%
CC(C)(C)C1CCc2onc(C(=O)NCc3ccc(F)cc3)c2C1 (stereo not given)	-12%
O=C(NNS(=O)(=O)c1ccc2ccccc2c1)C1CCN(Cc2ccccc2)CC1	-17%
Cc1cc(C)nc(N2C(=O)CC(C(=O)O)NC2=NCCc2c[nH]c3ccccc23)n1 (stereo not given)	-6%
CCOC(=O)C1=C(C)NC(SCC(N)=O)=C(C#N)C1c1cccs1 (stereo not given)	0%
Fc1ccc(Nc2nc(N3CCOCC3)c3ccccc3n2)cc1	-11%
CCOC(=O)C1CCCN(C(=O)Cn2nc(CC)n3c(cc4sccc43)c2=O)C1 (stereo not given)	-4%
CC(C)C(=O)N1CCN(c2ccccc2NC(=O)c2cccc(Cl)c2)CC1	-18%
O=S(=O)(c1cccs1)N1CCc2ccccc2C1	-5%
CCC(C)(C)n1nnnc1C(C(C)C)N1CCN(C)CC1 (stereo not given)	0%

Some of the entries so far, as labelled records.
CCOC(=O)c1sc(NC(=O)c2nn3c(c2Cl)NC(c2cccs2)CC3C(F)(F)F)c(C(=O)OCC)c1C (stereo not given)
  EphA4 KYL inhibition = -5%
COc1cc(C=C2C(=O)NC(=O)NC2=O)cc(I)c1OCc1ccc([N+](=O)[O-])cc1
  EphA4 KYL inhibition = 12%
C=CCn1c(SCC(=O)Nc2cc(C)ccc2OC)nnc1-c1ccco1
  EphA4 KYL inhibition = 0%

Next section:
SMILES	EphA4 KYL inhibition
Cc1nccn1S(=O)(=O)c1ccc(Br)cc1Br	2%
Cn1c(N2CCCCC2)cc(=O)n(C)c1=O	-10%
Cc1nc(-c2ccccc2)sc1C(=O)Nc1ccc2c3c(cccc13)CC2	-7%
COc1cccc(OC(C)c2ccnc3nc(/N=C/N(C)C)nn23)c1 (stereo not given)	8%
COc1ccccc1N1C(=O)NC(=O)C(=Cc2cc(OC)c(O)c([N+](=O)[O-])c2)C1=O	2%
O=C(COC(=O)CCNS(=O)(=O)c1ccc2c(c1)OCCO2)NC1CCCc2ccccc21 (stereo not given)	-8%
Cc1ccc(C(=O)N/C(=C\c2cccc(Oc3ccccc3)c2)C(=O)NCc2ccncc2)cc1	-3%
O=[N+]([O-])c1cccc(-c2ccc(/C=N/NC(=S)Nc3ccccc3)o2)c1	-2%
CC(C)OC(=O)c1ccc(NC(=O)c2cncc(Br)c2)cc1	0%
CCCCCOC(=O)CSc1nnc(-c2ccccc2)c(=O)[nH]1	-6%
CCCNCC1COc2ccccc2O1 (stereo not given)	-17%
Clc1ccc(/C=N/c2c(-c3ccc(Cl)cc3)nc3n2CCS3)cc1	-11%
CCOC(=O)C1=C(c2ccccc2)NC(=S)NC1c1ccccc1 (stereo not given)	0%
CCCc1[nH]nc2c1C(c1ccncc1)C(C#N)=C(N)O2 (stereo not given)	-11%
Cc1cccc(C(=O)Nc2ccccc2CO)c1	-2%
O=C(CSc1nnc(-c2cccc(S(=O)(=O)N3CCCCC3)c2)o1)NCCC1=CCCCC1	-6%
CCc1nnc(NS(=O)(=O)c2ccc(NC(=O)c3cccc4ccccc34)cc2)s1	-4%
CC(CCc1ccco1)NC(=O)c1cc2c(-c3ccccc3F)nn(C)c2s1 (stereo not given)	1%
CCN(C(=O)CSc1nnnn1-c1cc(C)ccc1OC)C1CCS(=O)(=O)C1 (stereo not given)	-7%
COc1ccc(O)c(C(=O)c2cnc3onc(C)c3c2)c1	6%
CCNC(=O)c1ccccc1-c1nc(-c2ccccc2Cl)no1	-26%
N#CCC(=O)NCCCOC(=O)Nc1ccc(Cl)c(Cl)c1	3%
CCOc1ccc(NC(=O)CCS(=O)(=O)c2ccc3c(c2)CCCN3C(C)=O)cc1	11%
COc1ccc(CNC(=O)C2COc3ccccc3O2)c(OC)c1 (stereo not given)	-2%
Cn1c(SCc2nc3ccccc3[nH]2)nnc1-c1cccs1	9%
Brc1cccc(OCCn2ccnc2)c1	-5%
COc1ccc(NC(=O)CC2C(=O)N(c3ccc(OC)cc3)C(=O)N2C(C)C)cc1 (stereo not given)	-5%
O=C1CCCN1CC(CN1CCOCC1)Sc1nnnn1-c1ccccc1 (stereo not given)	-6%
CCCCN(CC)C(=O)Cc1c(C(=O)O)[nH]c2ccc(Cl)cc12	-5%
O=C(Oc1cccc(N2C(=O)CCC2=O)c1)C1CC(=O)N(c2ccc(F)cc2)C1 (stereo not given)	-3%
O=C1/C(=C/c2cccnc2)Oc2cc(OS(=O)(=O)c3ccc(F)cc3)ccc21	-8%
Cn1c(SCC(=O)c2ccccc2)nnc1C1CC1	-3%
O=C(CN1C2=NCCN2c2ccccc21)C12CC3CC(CC(C3)C1)C2	-23%
CCCCn1c(SCC(=O)NCCOC)nc2ccc(N3CCOCC3)cc2c1=O	-8%
C=CCn1c(-c2ccc(C)cc2)nc2ccccc21	-2%
CCN1CCc2nc(NC(=O)Cc3ccc4c(c3)OCCO4)sc2C1	-18%
Cc1ccc(N2C(=O)c3ccc(N)cc3C2=O)cc1	1%
NC(=O)NC(=O)COC(=O)CCCc1c[nH]c2ccccc12	-6%
CCOC(=O)c1[nH]c(C(=O)O)c(CCN(CC)CC)c1C	-2%
Cn1nnnc1SCc1cc(=O)n2ccsc2n1	-7%
CC(C)(C)NC(=O)Cn1nnc(-c2ccccc2Cl)n1	7%
C=CCc1cc(C=O)cc(OC)c1OCc1ccc(Cl)cc1	1%
O=C(CSc1nccn1-c1ccccc1)c1ccc(Br)cc1	-13%
O=C(CSc1nnc(-c2cccc(F)c2)n1-c1ccccc1)NCc1ccccc1	-12%
Cc1cc(C)nc(SCCCn2c(=O)[nH]c3ccccc32)n1	-4%
COc1cc(-c2noc(-c3ccc(F)cc3)n2)cc(OC)c1OC	-12%
c1ccc(C2=Nn3c(nnc3-c3n[nH]c4c3CCC4)SC2)cc1	-6%
CCOc1ccccc1NC(=O)CN(c1ccc(OC)cc1)S(=O)(=O)c1ccccc1	10%
O=C1NC(=S)N(c2ccc(Br)cc2)C(=O)/C1=C\c1ccc(-c2ccc([N+](=O)[O-])cc2)o1	-4%
Cn1c(NCCO)nc2c(c1=O)C1(CCCCC1)Cc1ccccc1-2	6%
Cc1nnc(SCC(=O)NCc2ccco2)n1-c1ccccc1	3%
CCN(CC)S(=O)(=O)c1ccc(NC2c3ncccc3C(=O)N2Cc2ccccc2)cc1 (stereo not given)	-8%
O=C(CN1CCC(NC(=O)c2cccc(F)c2)CC1)NCc1ccccc1F	6%
Cc1c(C(N)=O)c(N)c(C(=O)c2ccccc2)n1-c1ccccc1	-7%
CC1(c2cccs2)CC(c2cccs2)=C(C#N)C(=O)N1 (stereo not given)	-6%
CCC(C)C(NC(=O)C1CCC(C)CC1)C(=O)Nc1cc(OC)ccc1OC (stereo not given)	-4%
COc1ccc(C(=O)C/C(=C\C(=O)c2ccc(C)cc2)c2ccccc2)cc1	-1%
CCS(=O)(=O)c1ccc(C(=O)Nc2ccccc2)c(Cl)c1Cl	9%
O=C(COc1ccc([N+](=O)[O-])cc1)Nc1ccc(O)cc1C(=O)O	-8%
O=C1NC(=Nc2cccnc2)S/C1=C\c1ccc(Br)cc1	-4%
Carrying on:
SMILES	EphA4 KYL inhibition
COc1ccccc1NC(=O)/C(=C/c1ccccc1)c1ccccc1	-7%
COC(=O)c1ccc(/C=C2/SC(=S)N(CC(=O)O)C2=O)cc1	4%
COc1cc(NC(=O)c2cc3ccccc3o2)c(OC)cc1Cl	3%
CS(=O)(=O)N(C(=O)NC(=O)NC1CCS(=O)(=O)C1)C1CCCCC1 (stereo not given)	-6%
COc1ccc(S(=O)(=O)N2CCN(C(=O)[C@@H]3CCC(=O)N3C3OC(=O)c4ccccc43)CC2)cc1 (stereo not given in full)	-13%
COc1ccc(CC(NC(C)=O)C(=O)NC2CCN(c3c4c(nc5ncnn35)CCC4)CC2)cc1 (stereo not given)	6%
CCC(C)NC(=O)C(NS(=O)(=O)c1cccc2nsnc12)c1ccccc1 (stereo not given)	-6%

Shown with each value named: entries from further up
COc1ccccc1NC(=O)/C(=C/c1ccccc1)c1ccccc1
- EphA4 KYL inhibition: -7%
COC(=O)c1ccc(/C=C2/SC(=S)N(CC(=O)O)C2=O)cc1
- EphA4 KYL inhibition: 4%
COc1cc(NC(=O)c2cc3ccccc3o2)c(OC)cc1Cl
- EphA4 KYL inhibition: 3%
CS(=O)(=O)N(C(=O)NC(=O)NC1CCS(=O)(=O)C1)C1CCCCC1 (stereo not given)
- EphA4 KYL inhibition: -6%

High-throughput results as filed in PubChem.
